12-LOX inh: Primary qHTS assay for inhibitors of human arachidonate 12S-lipoxygenase (ALOX12): Round 2; purified 12hLO, xylenol orange hydroperoxide absorbance; 580,000 tested, 1.1% active; Potency, µM (doses to about 108 µM), for the others: at the highest dose activity change, negative = inhibition, usual class: inhibitors; Polyunsaturated fatty acid lipoxygenase ALOX12 (Homo sapiens), P18054; also: potency is read from the fitted curve at half-maximal effect; % is scaled to controls: 0 for no effect and ±100 for the full control effect
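Purified human 12hLO at 150 nM in 25 mM Hepes, 0.01% Triton X-100, pH 7.0, preincubated 15 min at room temperature with compound. Reaction started with 40 uM arachidonic acid, 30 min at room temperature. Hydroperoxide measured by Fe-xylenol orange, 573/405 nm absorbance ratio.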
Vif-APOBEC3F blk: qHTS for Inhibitors of Vif-A3F Interactions: qHTS; 390,000 tested, 0.2% active; Potency, µM (doses to about 46.1 µM), for inactives: at the highest dose activity, negative = active; HeLa A3F-eYFP + Vif (tagged APOBEC3F with the HIV-1 protein that degrades it), YFP fluorescence increase; also: potency is read from the fitted curve at half-maximal effect; % of control where 0% means no effect; nearly all actives have a fitted effect of over 65% in size
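Fluorescence increase (Ex 488/Em 500-530) after overnight compound treatment at 37 deg C flags inhibition of Vif-driven A3F-eYFP loss in stable HeLa A3F-eYFP/Vif cells seeded overnight beforehand.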
Vif-A3G inh: qHTS for Inhibitors of Vif-A3G Interactions: qHTS. DNA dC->dU-editing enzyme APOBEC-3G (Homo sapiens), Q9HC16. HeLa A3G-eYFP + Vif (tagged APOBEC3G with the HIV-1 protein that degrades it), YFP fluorescence, overnight. Potency, µM (titrated, usually from 46.1 µM), for the others: at the top dose activity, negative = active, hits mostly inhibitors. 410,000 tested, 0.076% active. AID 602310, 2012;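 also: potency is read from the fitted curve at half-maximal effect; % is scaled to controls: 0 for no effect and ±100 for the full control effect; nearly all actives have a fitted effect of over 60% in size; hits raise eYFP signal because A3G escapes Vif-driven loss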
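Read-out is eYFP fluorescence (Ex 488/Em 500-530) from Vif-expressing HeLa A3G-eYFP cells; more signal means A3G escaped Vif-mediated degradation. Cells plated overnight, compound pinned in, incubated overnight at 37 deg C.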
D2 antag: HTS Assay for Allosteric Antagonists of the Human D2 Dopamine Receptor: Primary Screen for Antagonists | D(2) dopamine receptor (Homo sapiens), P14416 | HEK293 TREx D2 cells, calcium flux, dopamine EC80 | inhibition, % at 10 µM | 340,000 tested, 2% active | AID 485344, 2010; in the data active = inhibition above about 30%; also: 0% is about no effect
Target sequence (P14416 whole entry, looked up): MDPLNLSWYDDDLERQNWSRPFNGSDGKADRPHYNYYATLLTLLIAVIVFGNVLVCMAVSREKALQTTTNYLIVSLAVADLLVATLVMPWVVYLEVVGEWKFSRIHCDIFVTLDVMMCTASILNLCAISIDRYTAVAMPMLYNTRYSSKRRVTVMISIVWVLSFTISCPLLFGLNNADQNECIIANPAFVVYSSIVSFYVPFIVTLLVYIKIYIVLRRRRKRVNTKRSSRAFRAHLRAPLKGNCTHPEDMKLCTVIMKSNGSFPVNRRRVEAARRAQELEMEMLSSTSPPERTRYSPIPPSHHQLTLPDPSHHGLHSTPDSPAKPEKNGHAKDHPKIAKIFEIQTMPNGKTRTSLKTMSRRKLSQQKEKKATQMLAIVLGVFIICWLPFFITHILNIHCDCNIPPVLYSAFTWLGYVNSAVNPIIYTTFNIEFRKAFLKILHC
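Read-out: kinetic calcium fluorescence (1 cycle/s) in inducible HEK293 T-REx D2 cells after an EC80 dopamine addition that followed 180 s compound preincubation. Loss of the dopamine response indicates antagonism.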
ERG-DNA inh: qHTS for Small Molecule Inhibitors of the ERG Ets/DNA interaction. fluorescence polarization, His-ERG Ets domain / labelled DNA. Potency, µM (series often up to 76.9 µM), for inactives: at the highest dose FP activity, negative = inhibition, usual class: inhibitors. 370,000 tested, 0.028% active. AID 624246, 2012; active = well fitted inhibition curve with a large enough effect in the polarisation, with a control signal flat; inconclusive = small, poorly fitted or top-dose-only effect, or effect the other way, or a change in a side signal; inactive = no such curve, though single readings can be large or run the other way; the % refers to the polarisation;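 also: polarization taken with two DNA probes labelled with fluorescein and Texas red; potency is read from the fitted curve at half-maximal effect; % of control where 0% means no effect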
Target sequence (P11308 whole entry, looked up, the tested form may be a part): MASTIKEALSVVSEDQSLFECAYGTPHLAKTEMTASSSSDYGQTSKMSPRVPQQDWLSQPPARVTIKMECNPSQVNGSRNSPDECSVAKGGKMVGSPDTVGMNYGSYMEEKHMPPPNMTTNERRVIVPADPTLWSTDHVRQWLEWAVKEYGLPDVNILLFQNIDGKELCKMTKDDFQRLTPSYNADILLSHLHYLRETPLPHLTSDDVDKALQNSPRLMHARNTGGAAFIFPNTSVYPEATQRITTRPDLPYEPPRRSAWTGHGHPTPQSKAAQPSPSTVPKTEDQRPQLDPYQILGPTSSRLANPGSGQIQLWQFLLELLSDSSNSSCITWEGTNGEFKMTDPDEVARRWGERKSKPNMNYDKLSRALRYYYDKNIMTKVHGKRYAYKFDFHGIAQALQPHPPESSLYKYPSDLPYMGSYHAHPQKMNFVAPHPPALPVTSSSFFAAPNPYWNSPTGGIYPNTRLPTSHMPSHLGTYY
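His-tagged ERG Ets domain (1 uM in the protein solution; 300mM KCl, 50mM Tris-HCl, 1mM EDTA, 1mM DTT, pH 7.5) received compound, then a probe mix of 5 nM fluorescein-DNA and 100nM Texas-615-DNA. Fluorescence polarization was read for both dyes.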
RGS4 inhibitor: Inhibitors of Regulator of G Protein Signaling (RGS) 4: qHTS | Regulator of G-protein signaling 4 (Homo sapiens), P49798 | Transcreener GDP fluorescence polarization, RGS4-accelerated GTP hydrolysis | Potency, µM (titrated, usually from 114 µM), for inactives: top-dose activity change, negative = inhibition, most hits filed as inhibitors | 390,000 tested, 0.039% active; also: potency is read from the fitted curve at half-maximal effect; % is scaled to controls: 0 for no effect and ±100 for the full control effect; nearly all actives have a fitted effect of over 75% in size; some results filed as inactive show a strong effect at the top dose
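MLSMR compounds (23 nl, pin-transferred) preincubated 10 min at room temperature with a 500nM (2x) first reagent, then RGS4 at 900nM (2x) plus Transcreener GDP mix added; fluorescence polarization (620/688 nm) read before and after 90 min at 30 °C.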
Glioma ERSR ind: qHTS for Inducers of the Endoplasmic Reticulum Stress Response (ERSR) in Human Glioma: qHTS. U87-MG GRP78 promoter luciferase reporter, 16 h. Potency, µM, for the others: at the top dose activation, hits mostly activators. 420,000 tested, 0.02% active; also: potency is read from the fitted curve at half-maximal effect; series mostly up to about 76 µM; % of control where 0% means no effect; nearly all actives have a fitted effect of over 35% in size
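Stably transfected U87-MG glioma cells carrying a GRP78-based luciferase sensor; 16 h compound incubation. Luminescence end-point read 10 min after Bright-Glo addition at room temperature.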
LDHA inh: qHTS assay for inhibitors of human lactate dehydrogenase; purified LDHA, NADH/diaphorase-resazurin fluorescence; active compounds read low; L-lactate dehydrogenase A chain (Homo sapiens), P00338; AID 1347041, 2019; 480,000 tested, 0.15% active; activity change, % (values are at about 110 or 230 µM); in the data active = activity change below about -30%; inconclusive = mostly about -25% to -30%;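 also: plate controls were DMSO wells for no effect and wells without enzyme for full effect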
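Remaining NADH was detected by diaphorase (0.133 mg/mL) converting 37 µM resazurin to fluorescent resorufin, read at 0 and 20 minutes. The preceding 5-minute room-temperature reaction used 2 nM LDHA, 0.2 mM sodium pyruvate and 0.06 mM NADH at pH 7.4.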
D2 agonist: HTS Assay for Allosteric Agonists of the Human D2 Dopamine Receptor: Primary Screen for Agonists. AID 485358, 2010. D(2) dopamine receptor (Homo sapiens), P14416. 340,000 tested, 0.53% active. HEK293 T-REx D2 cells, calcium flux agonist mode. activation, % at 2 µM;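 active = activation over 3 SD above normal in the single-dose calcium agonist read, cut at about 30% in these data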; also: 0% is about no effect
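Tetracycline-induced HEK293 Trex cells with D2 receptor force-coupled to calcium signaling, plated overnight at 30 C and loaded with no-wash calcium dye. Calcium flux read kinetically for 180 s after compound addition; responses flag agonists.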
Numbers without * were called inactive; ? = inconclusive; / = no result given; & = joins results of further samples; [ ] = remark or other dose. Unless noted, calls follow the shape of the dose curve; as a rule, active = well fitted curve in the direction sought with a large enough effect; inconclusive = small, poorly fitted or top-dose-only effect, or another doubt; inactive = no such curve, though single readings can be large; an effect the other way counts as inactive or inconclusive. Some of the compounds tested; count on the stated rates, not on these rows.

Second line of a record – 12-LOX inh, Vif-APOBEC3F blk, Vif-A3G inh, D2 antag, ERG-DNA inh, RGS4 inhibitor, Glioma ERSR ind, LDHA inh, D2 agonist
Cc1ccc(OCCNC(=O)c2ccccc2SCC(=O)N2CCCC2)cc1
  17%, 5%, 2%, /, 10%, -28%, -2%, 3, /
COc1ccccc1NC(=O)N1CCN(c2ncccn2)CC1
  10%, 3%, -3%, -7, 0%, -4%, -5%, 0, -1.1
Cc1ccc(N2CC(NC(=O)Cc3ccc(F)cc3)CC2=O)cc1C (configuration not stated)
  ?, 0%, -1%, /, 0%, 13%, -2%, -7, 0.9
C=CCNC(=O)c1onc(CSc2ccncc2)c1C(=O)NCC=C
  -21%, 5%, -5%, -9, 17%, -13%, -5%, -4, 0.3
O=C(CCS(=O)(=O)c1ccccc1)Nc1ccc(N2CCOCC2)cc1
  -2%, -2%, -1%, 4, -5%, 13%, 2%, 1, 1.9
CC(=O)N(C(C)=O)c1nc2nc(C)cc(C)n2n1
  5%, -2%, 0%, 102*, 2%, -35%, -4%, -10, -1.3
O=C(CCCC(=O)c1ccccc1)Nc1ccc(O)cc1
  0%, -8%, 0%, -3, 4%, 0%, 6%, 4, -0.4
Cc1ccc(NC(=O)COC(=O)Cn2cnc3ccccc32)c(C)c1
  -22%, 3%, 3%, /, 1%, -49%, -4%, -1, /
COc1ccc(S(=O)(=O)NCC2CCCN(C(=O)CN3CCCCC3)C2)cc1 (configuration not stated)
  2%, 1%, 0%, 0, 3%, -1%, -3%, -4, -0.6
CNC(=O)CCSSCCC(=O)NC
  -27%, 13%, 3%, -4, ?, ?, -4%, -4, 0.4
COCCN(Cc1cc2cc(C)ccc2n2nnnc12)C(=S)Nc1ccc(C)cc1
  0%, 2%, -4%, -8, -8%, -15%[56.9 µM], 0%, -8, 0.6
O=c1cc(CN2CCN(S(=O)(=O)c3ccc(Cl)cc3)CC2)nc2sc(-c3ccccc3F)nn12
  -11%, 0%, 0%, /, 1%, 8%, -1%, -3, /
O=C(O)/C=C/c1ccc(S(=O)(=O)N2CCCCCC2)cc1
  1%, 3%, 8%, 8, -1%, -15%, -1%, -1, 20
COc1cc(OC)c2c(c1)S(=O)(=O)C(c1ccccc1)=C2N
  2%, 0%, -5%, -2, 15%, 10%, -3%, -3, 0.8
Cc1c(C(c2cc(O)ccc2O)c2c(C)n(C)n(-c3ccccc3)c2=O)c(=O)n(-c2ccccc2)n1C
  12%, -17%, 0%, /, 4%, -43%, -3%, 7, /
CCCCN(C)c1c(C)nc2ccc(C(=O)NCc3ccc4c(c3)OCO4)cn12
  -1%, /, -4%, /, /, /, 0%, -2, /
Cc1cc(C)n(CC(=O)NNC(=O)CCCOc2ccc(Cl)c(C)c2)n1
  -4%, -4%, 1%, -17, -6%, -13%, -3%, -12, 0.2
O=C(COc1ccc(/C=N/NC(=O)c2ccc(O)cc2)cc1)Nc1ccc([N+](=O)[O-])cc1
  -8%, 0%, 1%, 1, 3%, -8%, -2%, -4, -0.6
CCCCc1ccc(NC(=O)CC(C)C)cc1
  -20%, 1%, 0%, -1, -1%, -28%, 2%, 0, -1.3
CCC1CN(C(=O)NCc2cccc(OC)c2)c2ccccc2O1 (configuration not stated)
  4%&-11%, 9%&-5%, -10%&3%, -11, -11%&-5%, 14%&-21%, 4%&-4%, 1&-6, 0.3&0.1
COC(=O)c1ccc(C(=O)N2CCCC(C)(C(=O)NS(=O)(=O)C3CC3)C2)cc1 (configuration not stated)
  -7%, /, -3%, /, /, /, -2%, -3, /
O=C(c1cc2c(ccc3ccccc32)oc1=O)N1CCCC1
  0%, -5%, -1%, -4, -3%, 9%, -3%, -5, -0.5
CCN(c1ccccc1)S(=O)(=O)c1ccc(OCC(=O)Nc2cc(C)on2)cc1
  75%[activator], -5%, 0%, 9, -6%, 5%, -4%, -2, 0.6
COC(=O)C1C(O)=C(C=Nc2ccc3ccccc3c2)C(=O)CC1(C)C (configuration not stated)
  -10%, 3%, -1%, 7, 19%, -8%, -3%, 5, -0.2
Cc1nc(-c2ccc(S(=O)(=O)N3CCN(c4cccc(Cl)c4)CC3)cc2)co1
  -19%, -2%, -4%, /, 1%, -4%, -3%, -8, 1.7
CC(C)(C)NC(=O)c1ccc2c(c1)N(CC(=O)N1CCN(c3ccccc3F)CC1)C(=O)C(C)(C)O2
  1%, 0%, 0%, 26, -5%, 13%, -2%, -7, 0.5
COc1ccc(-c2nsc(NC(=O)c3oc4cc(C)c(C)cc4c3C)n2)cc1
  -7%, 0%, 0%, /, -5%, 27%, -4%, -6, 2.0
CCNC(=O)C1(C)CCCN(C(=O)COCc2ccccc2)C1 (configuration not stated)
  -6%, /, -2%, /, /, /, 0%, -5, /
O=C(Nc1ccc(-c2nc3c(ccc4ccccc43)o2)cc1)c1ccco1
  -16%, -15%, -1%, -2, -1%, 4%, 7%, -1, 1.2
CC(C)(C)OC(=O)CNC(=O)c1[nH]cnc1C(=O)NCC(=O)OCc1ccccc1
  5%, 11%, -3%, -21, 20%, -4%, -3%, 1, 0.2
CCC(C)NCCOCCOc1ccc(Cl)c(C)c1C (configuration not stated)
  ?, -5%, 1%, -2, -4%, 12%, -7%, -16, 0.5
CC1=C(C(=O)OC2CCCCC2)C(c2ccc(N(C)C)cc2)NC(=O)N1 (configuration not stated)
  195%[activator], ?, -6%, 2, 13%, -1%, -1%, -1, 0.0
C=CCc1cccc(/C=N/NC(=O)C[n+]2ccccc2)c1O
  /, 15%, 0%, 53*, 21%, -3%, -6%, -1, 0.0
Cc1ccccc1NC(=O)C1Cc2ccccc2C(=O)O1 (configuration not stated)
  0%, 1%, 0%, -4, -1%, 8%[56.9 µM], -6%, -1, -0.2
CCOC(=O)c1sc2ccccc2c1S(=O)(=O)NCc1ccc(F)cc1
  -31%, -12%, 1%, /, 2%, -15%, 0%, 2, 1.2
CCOC(=O)c1cc(-c2ccccc2)n(CCCC(=O)Nc2cccc(C)c2)c1C
  -30%, 7%, 2%, /, 3%, 13%, -6%, 4, -0.7
O=C(NCc1ccccc1)NC(=O)c1ccncc1
  -30%, 4%, 0%, -17, -5%, 4%, -4%, -5, -0.2
COC(=O)CNC(=O)Cc1c(F)cccc1Cl
  5%, 0%, 2%, -19, -2%, 2%, -2%, 5, 0.4
CCSc1nnc(NC(=O)C2CCCCC2C(=O)O)s1 (configuration not stated)
  -3%, -2%, 1%, -4, -5%, -1%, -2%, -9, 0.7
Cc1c(C(=O)NCc2ccc(C(F)(F)F)cc2)sc(=O)n1Cc1ccc(S(=O)(=O)N(C)C)cc1
  14%, /, -2%, /, /, /, 0%, 2, /
CC(C)Cn1c(CN(Cc2ccccc2)Cc2ccccc2)nc2c1c(=O)n(C)c(=O)n2C
  ?, ?, 2%, 21, -2%, 16%, -4%, 6, -0.5
COc1ccc(C2NC(=O)C(C#N)=C(S)N2c2ccccc2)cc1OC (configuration not stated)
  ?, -31%, 0%, -10, 10%, ?, 2%, -1, 0.6
O=C(Nc1cc(Cl)ccc1-n1cncn1)c1ccc(F)c(S(=O)(=O)N2CCOCC2)c1
  1%, -3%, -4%, -10, 24%, -10%, -3%, -1, 0.5
O=C(CCC(=O)N1CCOCC1)Nc1nnc(C2CCCCC2)s1
  ?, -4%, 5%, 9, 5%, -11%, -3%, -7, -0.2
CCC(=O)/C=C1/Sc2ccc(OC)cc2N1CC
  -3%, -10%, -5%, -5, /, -24%, -4%, -6, 9.4
O=C(c1ccccc1)c1cccn1CC(=O)N1CCN(C2CCCCC2)CC1
  -14%, -12%, -5%, 1, 6%, 34%, ?, -3, 0.4
Cc1cccc2c1-c1sc(C(=O)N(C)c3cccc(C(F)(F)F)c3)cc1CO2
  -13%, -2%, 4%, /, 3%, 10%, -3%, 4, 0.8
Nc1ccccc1SCC(=O)Nc1ccc(N2CCOCC2)cc1
  -8%, -7%, -5%, -2, -9%, -5%, 0%, 11, 0.5
COc1ccccc1CC(=O)N1CCN(c2cccc(C(F)(F)F)c2)CC1
  ?, -1%, 1%, 3, /, -7%, -5%, -4, -0.4

An excerpt from above in order of SMILES length, descending.
Second line of a record – 12-LOX inh, Vif-APOBEC3F blk, Vif-A3G inh, D2 antag, ERG-DNA inh, RGS4 inhibitor, Glioma ERSR ind, LDHA inh, D2 agonist
Cc1cccc2c1-c1sc(C(=O)N(C)c3cccc(C(F)(F)F)c3)cc1CO2
  -13%, -2%, 4%, /, 3%, 10%, -3%, 4, 0.8
COc1ccccc1CC(=O)N1CCN(c2cccc(C(F)(F)F)c2)CC1
  ?, -1%, 1%, 3, /, -7%, -5%, -4, -0.4
COc1ccc(C2NC(=O)C(C#N)=C(S)N2c2ccccc2)cc1OC (configuration not stated)
  ?, -31%, 0%, -10, 10%, ?, 2%, -1, 0.6
